Bioassay records (PubChem)
Mtb BioA inh – blocks M. tuberculosis BioA enzyme activity. purified M. tuberculosis BioA enzyme, plate reader. inhibition, % at 9.99 µM. 0.096% of 360,000 active; in the data active = inhibition above about 40%
* hit, by the source's call. The list is partial. The share of hits here may be higher or lower than overall.

Compound	Mtb BioA inh
O=C(C[C@H]1CC[C@@H]2[C@H](COC[C@@H](O)CN2C(=O)c2ccccc2F)O1)NCc1ccc(-c2ccccc2)cc1	-1.6
C[C@H](CO)N1C[C@H](C)[C@H](CN(C)Cc2ccc(Oc3ccccc3)cc2)Oc2ccc(NS(=O)(=O)c3ccc(Cl)cc3)cc2C1=O	-2.3
O=C(C[C@H]1CC[C@H]2[C@@H](COC[C@@H](O)CN2Cc2ccc3c(c2)OCO3)O1)Nc1ccc(-c2ccccc2)cc1	-2.1
C[C@@H]1CN([C@H](C)CO)C(=O)c2cc(NC(=O)Nc3cccc4ccccc34)ccc2O[C@H]1CN(C)S(=O)(=O)c1ccccc1	0.2
C[C@@H]1CN([C@H](C)CO)C(=O)c2cc(NC(=O)C3CCCCC3)ccc2O[C@H]1CN(C)C(=O)NC1CCCCC1	-3.0
O=C(C[C@@H]1CC[C@H](NC(=O)Nc2ccc(F)cc2)[C@@H](CO)O1)NCc1ccccn1	-3.4
C[C@H](CO)N1C[C@H](C)[C@H](CN(C)C(=O)NC2CCCCC2)Oc2c(NS(=O)(=O)c3ccc(Cl)cc3)cccc2C1=O	-1.3
COc1cccc(NC(=O)Nc2ccc3c(c2)OC[C@@H](C)NC[C@H](C)[C@@H](OC)CN(C)C3=O)c1	0.9
C[C@@H]1CCCCO[C@@H](CN(C)S(=O)(=O)c2cn(C)cn2)[C@@H](C)CN([C@@H](C)CO)C(=O)c2cc(NC(=O)CCCN(C)C)ccc2O1	-1.8
C[C@@H]1CCCCO[C@H](CN(C)CC2CCCCC2)[C@H](C)CN([C@H](C)CO)C(=O)c2cc(NC(=O)Nc3ccc(F)cc3)ccc2O1	0.0
Cc1ccc(S(=O)(=O)N(C)C[C@H]2OCCCC[C@@H](C)Oc3ccc(NC(=O)NC4CCCCC4)cc3C(=O)N([C@H](C)CO)C[C@@H]2C)cc1	-1.8
O=C(C[C@H]1CC[C@@H]2[C@H](COC[C@@H](O)CN2Cc2cccc(Cl)c2)O1)NCc1cccc(F)c1	-1.9
COc1ccc(CN(C)C[C@H]2OCCCC[C@@H](C)Oc3ccc(NS(=O)(=O)c4cccs4)cc3C(=O)N([C@@H](C)CO)C[C@@H]2C)cc1	0.4
C[C@H](CO)N1C[C@H](C)[C@H](CN(C)C(=O)NC2CCCCC2)Oc2ccc(NC(=O)Cc3ccccc3)cc2C1=O	0.7
CN1C(=O)c2cc(NC(=O)c3cscn3)ccc2OC[C@@H]2O[C@H](CC(=O)N3CCCCC3)CC[C@@H]21	-2.1

Individual results from the entries so far.
C[C@H](CO)N1C[C@H](C)[C@H](CN(C)Cc2ccc(Oc3ccccc3)cc2)Oc2ccc(NS(=O)(=O)c3ccc(Cl)cc3)cc2C1=O @ Mtb BioA inh: -2.3
Cc1ccc(S(=O)(=O)N(C)C[C@H]2OCCCC[C@@H](C)Oc3ccc(NC(=O)NC4CCCCC4)cc3C(=O)N([C@H](C)CO)C[C@@H]2C)cc1 @ Mtb BioA inh: -1.8
COc1cccc(NC(=O)Nc2ccc3c(c2)OC[C@@H](C)NC[C@H](C)[C@@H](OC)CN(C)C3=O)c1 @ Mtb BioA inh: 0.9
C[C@@H]1CCCCO[C@@H](CN(C)S(=O)(=O)c2cn(C)cn2)[C@@H](C)CN([C@@H](C)CO)C(=O)c2cc(NC(=O)CCCN(C)C)ccc2O1 @ Mtb BioA inh: -1.8

Continued:
Compound	Mtb BioA inh
COCC#Cc1cnc2c(c1)C(=O)N([C@@H](C)CO)C[C@H](C)[C@@H](CN(C)Cc1ccccc1F)O2	1.3
C[C@H](CO)N1C[C@H](C)[C@H](CN(C)Cc2ccc(C(=O)Nc3ccccc3N)cc2)Oc2ccc(NS(=O)(=O)c3ccccc3)cc2C1=O	5.4
COc1ccc(NC(=O)Nc2ccc3c(c2)C(=O)N([C@H](C)CO)C[C@H](C)[C@H](CN(C)S(=O)(=O)c2ccccc2)OCCCC[C@@H](C)O3)cc1	-1.9
COc1cccc(NC(=O)C[C@H]2CC[C@@H]3[C@H](COc4ccc(NC(=O)C5CCCCC5)cc4C(=O)N3C)O2)c1	3.5
CO[C@@H]1CN(C)C(=O)c2cc(NC(=O)C3CC3)ccc2OC[C@H](C)N(Cc2cncnc2)C[C@H]1C	2.0
CC(C)NC(=O)[C@@]1(c2ccc([N+](=O)[O-])cc2)CC(=O)N(CC23CC4CC(CC(C4)C2)C3)[C@@H]1c1ccc(CO)cc1	-1.0
C[C@@H]1CCCCO[C@H](CN(C)Cc2ccc(Cl)c(Cl)c2)[C@H](C)CN([C@@H](C)CO)C(=O)c2cc(NS(=O)(=O)c3ccc(Cl)cc3)ccc2O1	-0.3
COc1ccc(NC(=O)N[C@H]2CC[C@H](CCNC(=O)CN3CCOCC3)O[C@@H]2CO)cc1	-1.7
C[C@@H]1CN([C@H](C)CO)C(=O)c2cc(C3=CCCC3)cnc2O[C@@H]1CN(C)Cc1cccnc1	-1.5
COc1ccccc1C(=O)Nc1ccc2c(c1)C(=O)N(C)C[C@H](OC)[C@@H](C)CN(C(C)=O)[C@H](C)CO2	-2.5
COCC(=O)Nc1ccc2c(c1)[C@H]1C[C@@H](CC(=O)NCc3ccc(-c4ccccc4)cc3)O[C@@H](CO)[C@H]1O2	-0.6
Cc1noc(C)c1S(=O)(=O)Nc1ccc2c(c1)C(=O)N([C@H](C)CO)C[C@H](C)[C@H](CN(C)C(=O)Nc1ccc(F)cc1)OCCCC[C@@H](C)O2	-0.6
C[C@H](CO)N1C[C@H](C)[C@H](CN(C)S(=O)(=O)c2cn(C)cn2)Oc2ccc(NS(=O)(=O)c3cn(C)cn3)cc2CC1=O	-0.9
CN1C(=O)c2cc(NC(=O)C3CC3)ccc2OC[C@@H]2O[C@@H](CC(=O)NCCc3ccncc3)CC[C@H]21	-6.5
CO[C@H]1CN(C)C(=O)c2cc(NC(=O)Nc3ccccc3F)ccc2OC[C@H](C)N(CCC(F)(F)F)C[C@@H]1C	-1.0

Among those listed so far, these have two or more sulfur atoms.
Compound	Mtb BioA inh
COc1ccc(CN(C)C[C@H]2OCCCC[C@@H](C)Oc3ccc(NS(=O)(=O)c4cccs4)cc3C(=O)N([C@@H](C)CO)C[C@@H]2C)cc1	0.4
C[C@H](CO)N1C[C@H](C)[C@H](CN(C)S(=O)(=O)c2cn(C)cn2)Oc2ccc(NS(=O)(=O)c3cn(C)cn3)cc2CC1=O	-0.9

The results go on:
Compound	Mtb BioA inh
COc1ccc(S(=O)(=O)N(C)C[C@@H]2Oc3c(NS(=O)(=O)c4ccc(Cl)cc4)cccc3C(=O)N([C@H](C)CO)C[C@H]2C)cc1	-5.4
COCC(=O)N(C)C[C@H]1Oc2cc(C3=CCCCC3)ccc2S(=O)(=O)N([C@H](C)CO)C[C@@H]1C	1.9
CN1C(=O)c2cc(NC(=O)Nc3ccccc3F)ccc2OC[C@@H]2O[C@@H](CC(=O)O)CC[C@@H]21	-1.8
CO[C@H]1CN(C)C(=O)c2cc(NC(=O)Nc3ccc(Cl)cc3)ccc2OC[C@@H](C)N(C(=O)Nc2c(C)noc2C)C[C@@H]1C	-0.6
C[C@@H]1CN([C@H](C)CO)C(=O)c2cc(NC(=O)c3ccccc3)ccc2O[C@@H](C)CCCCO[C@H]1CN(C)S(=O)(=O)c1ccc(Cl)cc1	0.5
C[C@H](CO)N1C[C@H](C)[C@H](CN(C)S(=O)(=O)c2ccc(Cl)cc2)Oc2c(NS(C)(=O)=O)cccc2C1=O	0.6
CNC[C@H]1Oc2c(NS(=O)(=O)c3ccc(C)cc3)cccc2C(=O)N([C@@H](C)CO)C[C@@H]1C	-1.1
COc1cccc(S(=O)(=O)N2C[C@H](O)COC[C@H]3O[C@@H](CC(=O)Nc4ccccc4)CC[C@@H]32)c1	2.2
CO[C@@H]1CN(C)C(=O)c2cc(NC(=O)Nc3ccccc3F)ccc2OC[C@@H](C)N(Cc2ccccc2C(=O)O)C[C@@H]1C	-0.4
CNC[C@H]1Oc2ccc(NS(=O)(=O)c3cccs3)cc2C(=O)N([C@@H](C)CO)C[C@H]1C	-1.0
Cc1ccc(S(=O)(=O)N(C)C[C@@H]2Oc3ncc(-c4ccccc4)cc3C(=O)N([C@@H](C)CO)C[C@H]2C)cc1	2.9
Cc1ccc(S(=O)(=O)Nc2ccc3c(c2)C(=O)N([C@@H](C)CO)C[C@@H](C)[C@H](CN(C)C(=O)CCCN(C)C)OCCCC[C@H](C)O3)cc1	-1.7
O=C(C[C@H]1C=C[C@@H](NC(=O)Nc2ccc(C(F)(F)F)cc2)[C@@H](CO)O1)NCCN1CCCC1	1.6
COc1ccc(-c2ccc3c(c2)O[C@@H](CN(C)C(C)=O)[C@H](C)CN([C@H](C)CO)S3(=O)=O)cc1	1.0
CO[C@@H]1CN(C)C(=O)c2ccc(NC(=O)C3CC3)cc2OC[C@H](C)N(C(C)=O)C[C@@H]1C	3.5
CNC[C@H]1Oc2ccc(NC(=O)Nc3ccccc3)cc2CC(=O)N([C@@H](C)CO)C[C@H]1C	-1.2
C[C@H]1CN([C@@H](C)CO)S(=O)(=O)c2ccc(-c3ccccc3)cc2O[C@H]1CN(C)S(C)(=O)=O	-2.4
O=C(C[C@@H]1C[C@H]2c3cc(NC(=O)C4CCC4)ccc3O[C@H]2[C@H](CO)O1)NCc1cc(F)ccc1F	8.8
COc1ccc(NC(=O)N(C)C[C@H]2OCCCC[C@@H](C)Oc3ccc(NC(=O)Nc4ccccc4)cc3C(=O)N([C@H](C)CO)C[C@@H]2C)cc1	-2.1
C[C@H](CO)N1C[C@H](C)[C@H](CN(C)C(=O)Nc2ccc(F)cc2)OCCCC[C@H](C)Oc2ccc(NS(=O)(=O)c3ccc(Cl)cc3)cc2C1=O	-1.5
O=C(C[C@H]1C[C@@H]2c3cc(NC(=O)NC4CCCC4)ccc3O[C@@H]2[C@H](CO)O1)NC1CCCCC1	4.8
COc1ccc(NC(=O)N(C)C[C@@H]2Oc3c(NC(=O)c4ccc(-c5nccs5)cc4)cccc3C(=O)N([C@@H](C)CO)C[C@H]2C)cc1	-0.9
C[C@H](CO)N1C[C@H](C)[C@@H](CN(C)C(=O)Cc2cccnc2)Oc2ncc(/C=C/c3ccccc3)cc2C1=O	9.8
CNC[C@@H]1Oc2cc(-c3ccc(OC)cc3)ccc2S(=O)(=O)N([C@H](C)CO)C[C@H]1C	1.2
C[C@H]1CN([C@@H](C)CO)C(=O)c2cc(NS(=O)(=O)c3ccc(F)cc3)ccc2O[C@@H]1CN(C)C(=O)Nc1ccc2c(c1)OCO2	0.6
C/C=C/c1ccc2c(c1)O[C@@H](CN(C)C(=O)c1ccncc1)[C@@H](C)CN([C@@H](C)CO)S2(=O)=O	17
Cc1noc(C)c1NC(=O)Nc1ccc2c(c1)C(=O)N([C@H](C)CO)C[C@H](C)[C@@H](CN(C)C(=O)Nc1c(C)noc1C)OCCCC[C@H](C)O2	-0.9
CNC[C@@H]1Oc2c(NS(=O)(=O)c3ccc(F)cc3)cccc2C(=O)N([C@H](C)CO)C[C@H]1C	-0.4
Cc1ccc(S(=O)(=O)Nc2ccc3c(c2)C(=O)N([C@@H](C)CO)C[C@H](C)[C@H](CN(C)Cc2ccncc2)OCCCC[C@@H](C)O3)cc1	-0.6
C[C@@H]1CCCCO[C@H](CN(C)C)[C@@H](C)CN([C@@H](C)CO)C(=O)c2cc(NC(=O)Cc3ccccc3)ccc2O1	-1.7

Structural class, the entries above with a COOH group.
Compound	Mtb BioA inh
CN1C(=O)c2cc(NC(=O)Nc3ccccc3F)ccc2OC[C@@H]2O[C@@H](CC(=O)O)CC[C@@H]21	-1.8
CO[C@@H]1CN(C)C(=O)c2cc(NC(=O)Nc3ccccc3F)ccc2OC[C@@H](C)N(Cc2ccccc2C(=O)O)C[C@@H]1C	-0.4

(cont.)
Compound	Mtb BioA inh
COc1ccc(S(=O)(=O)Nc2ccc3c(c2)CC(=O)N([C@@H](C)CO)C[C@@H](C)[C@H](CN(C)S(=O)(=O)c2ccc(Cl)cc2)O3)cc1	-0.9
C[C@@H](NC(=O)C[C@@H]1C[C@@H]2c3cc(NC(=O)C4CCC4)ccc3O[C@@H]2[C@H](CO)O1)c1ccccc1	-2.0
O=C(CN1CCOCC1)N1CC[C@@H]2[C@H]1c1cc(-c3ccc(F)cc3)ccc1N[C@@H]2CO	3.2
O=C(C[C@@H]1C=C[C@@H](NC(=O)c2cccnc2)[C@H](CO)O1)NCCN1CCCCC1	3.7
C[C@@H]1CN([C@H](C)CO)C(=O)c2cc(NC(=O)Cn3cnnn3)ccc2O[C@H]1CN(C)C(=O)NC1CCCCC1	3.5
C[C@@H]1CN([C@H](C)CO)C(=O)c2cc(N(C)C)ccc2O[C@@H](C)CCCCO[C@@H]1CN(C)C(=O)CCC(F)(F)F	-2.0
C[C@@H]1CN([C@@H](C)CO)C(=O)c2cc(NC(=O)Nc3ccccc3)ccc2O[C@@H](C)CCCCO[C@@H]1CN(C)C(=O)CCCN(C)C	1.6
COc1ccc(S(=O)(=O)Nc2ccc3c(c2)C(=O)N([C@@H](C)CO)C[C@@H](C)[C@H](CN(C)C(=O)CCC(F)(F)F)OCCCC[C@H](C)O3)cc1	3.6
CN(C)CC#Cc1ccc([C@H]2[C@H](CO)N3CCCCN(S(=O)(=O)c4ccccc4)C[C@@H]23)cc1	-0.6
C[C@H](CO)N1C[C@H](C)[C@@H](CN(C)C(=O)c2ccccc2F)Oc2ncc(C#Cc3ccc(F)cc3)cc2C1=O	-1.7
Cc1noc(C)c1NC(=O)N[C@@H]1CC[C@@H](CC(=O)NCCCN(C)C)O[C@H]1CO	2.0
C[C@@H]1CN([C@@H](C)CO)C(=O)CCCn2cc(nn2)CO[C@H]1CN(C)Cc1cccc(C(=O)O)c1	-3.7
COCC#Cc1cnc2c(c1)C(=O)N([C@@H](C)CO)C[C@H](C)[C@H](CN(C)C(=O)Cc1ccccc1)O2	-0.4
C[C@@H](NC(=O)C[C@H]1CC[C@@H]2[C@H](COC[C@H](O)CN2C)O1)c1ccccc1	2.7
CN(C)C(=O)C[C@H]1C[C@@H]2c3cc(NC(=O)Nc4ccc(F)cc4)ccc3O[C@@H]2[C@H](CO)O1	0.1
C[C@H]1CCCCO[C@@H](CN(C)S(=O)(=O)c2cccs2)[C@@H](C)CN([C@@H](C)CO)C(=O)c2cc(NC(=O)Nc3ccc4c(c3)OCO4)ccc2O1	0.7
